Compound activity as filed in PubChem BioAssay.
ANO1 activ – activators or potentiators of mouse TMEM16A chloride channel. Q8BHY3. HEK293 TMEM16A/YFP-H148Q/I152L, iodide quench fluorescence; active compounds read low. B-score at 10 µM. 0.3% of 340,000 active. AID 623877;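 active means fluorescence-ratio B-score plate-corrected deviation score at least 3 library SD below zero, with starting fluorescence score within 5 deviations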;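 further: channel opened by trigger with iodide after compound preincubation; score built on the fluorescence ratio of max minus min over baseline; more negative score means more quench and so TMEM16A activation or potentiation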
KCNK3 inh – human KCNK3 channel inhibition, primary screen; AID 602410; CHO-KCNK3 thallium flux, FluxOR fluorescence; active compounds read low; B-score at 10 µM; 0.84% of 340,000 active; O14649;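 active means B-score under library mean minus 4 SD, starting fluorescence ratio at most library mean plus 5 SD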;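 further: more negative B-score means stronger inhibition of thallium flux through KCNK3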
KCNQ1 block – human KCNQ1 channel inhibition; P51787; CHO-K1 KCNQ1, FluxOR thallium flux fluorescence; active compounds read high; B-score at 10 µM; 1.3% of 310,000 active; AID 2642;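 active means compounds whose thallium flux B-score, printed positive for inhibition, exceeds three library SD while starting fluorescence stays within three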;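 further: channel opened by potassium depolarization with thallium stimulus after 20 min compound exposure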
TMEM16A inh – mouse TMEM16A channel inhibition, primary screen. Q8BHY3. HEK293 TMEM16A/YFP iodide influx fluorescence, ionomycin. normalized B-score (activity score, 25-100; higher = stronger inhibition) at 10 µM. 1.2% of 310,000 active;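 active means ratio plate-corrected score three or more library SD toward inhibition, starting fluorescence score within five deviations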;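 further: score derived from kinetic fluorescence span divided by baseline fluorescence per well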
SKKanGAS inh – inhibitors of SKKanGAS S. pyogenes growth in kanamycin (SK-promoter or general growth effect) | 1.3% of 300,000 active | BacTiter-Glo, 6 h | AID 1662 | inhibition, % at 7.5 µM;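 active means mean replicate score, as percent of positive control median, at least 50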;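 further: strain carries kanamycin resistance gene driven by streptokinase promoter and grows in 40 µg/ml kanamycin; loss of luminescence reflects streptokinase promoter inhibition or plain growth inhibition; 0% = median of DMSO wells and 100% = positive control at its reference dose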
RGS4 inh – inhibitors of human RGS4 | 0.45% of 310,000 active | AID 463165 | HEK293 M3R/RGS4 inducible, Fluo-4 calcium flux; active compounds read high; triggered by carbachol at its EC20 | P49798 | B-score at 10 µM;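 active means B-score, a plate-corrected calcium signal, over three deviations above library mean, with baseline fluorescence within five deviations of library mean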;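 further: RGS4 expression induced by doxycycline in cells with stable M3 receptor; B-score is computed from the integrated fluorescence ratio over baseline after carbachol; higher B-score means a larger calcium signal and so more RGS4 inhibition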
Target sequence (P49798 whole entry, looked up): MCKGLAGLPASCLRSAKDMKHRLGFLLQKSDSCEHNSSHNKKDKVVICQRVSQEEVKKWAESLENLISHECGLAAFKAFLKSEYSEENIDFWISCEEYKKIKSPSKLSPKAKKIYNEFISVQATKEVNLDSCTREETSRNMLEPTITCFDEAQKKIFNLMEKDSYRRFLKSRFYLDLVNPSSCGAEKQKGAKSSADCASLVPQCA
KCNK9 inh – blocks the human KCNK9 two-pore domain potassium channel; HEK293 KCNK9, FluxOR thallium flux fluorescence; active compounds read low; B-score at 10 µM; 1.2% of 310,000 active; AID 488922;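 active means ratio B-score over 3 SD below the library mean, with starting fluorescence within 5 SD of its mean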;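 further: negative B-score means less thallium flux so channel inhibition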
Target sequence (Q9NPC2 whole entry, looked up, the tested form may be a part): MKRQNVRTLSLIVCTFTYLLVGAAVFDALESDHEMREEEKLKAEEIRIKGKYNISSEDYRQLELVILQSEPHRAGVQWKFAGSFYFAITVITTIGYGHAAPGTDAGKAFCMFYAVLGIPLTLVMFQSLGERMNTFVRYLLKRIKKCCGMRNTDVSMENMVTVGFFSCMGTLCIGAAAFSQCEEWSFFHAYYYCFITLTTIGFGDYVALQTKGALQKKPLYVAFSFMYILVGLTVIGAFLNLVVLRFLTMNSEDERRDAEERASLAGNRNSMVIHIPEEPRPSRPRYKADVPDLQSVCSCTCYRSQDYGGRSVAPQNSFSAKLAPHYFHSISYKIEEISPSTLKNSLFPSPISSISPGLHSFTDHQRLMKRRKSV
hERG rescue – hERG (human) protection from proarrhythmic block. activation (rescue from dofetilide block), less the hit threshold, % at 10 µM. CHO-hERG, FluxOR thallium flux, dofetilide IC70 present. 0.51% of 310,000 active;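 active means activation above the mean of controls blocked by dofetilide plus 5 SD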;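 further: thallium influx through hERG after potassium depolarization seen as dye fluorescence rise; in these data hits start at about 4.7%; inactives centre near -7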
KCNQ1 pot – human KCNQ1 channel potentiation or activation. B-score at 10 µM. P51787. 0.35% of 310,000 active. CHO-K1 KCNQ1, thallium flux FluxOR fluorescence; active compounds read high;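 active means fluorescence ratio B-score, a plate-corrected score, at least three library SD, with initial intensity B-score within 5 SD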
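Medium – assay buffer, equal DMSO in all wells · Material – CHO-K1 cell line with stable KCNQ1 potassium channel expression · Signal – kinetic FluxOR thallium fluorescence, 10-s 1-Hz baseline, 110-s post-stimulus read · Compound – single concentration per compound, DMSO matched to controls · Schedule – 37 °C overnight plating, 90-min dark dye load, 20-min compound pretreatment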
RGS4 act – potentiators or activators of RGS4. HEK293 M3R/inducible RGS4, carbachol calcium flux Fluo4; active compounds read low. B-score at 10 µM. 0.92% of 310,000 active;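 active means B-score of the integrated calcium signal more than 4 SD below the library mean, with starting fluorescence not abnormally high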;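 further: negative B-score means reduced calcium response which marks RGS4 activation or potentiation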
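Material: Inducible-RGS4 HEK293 cells carrying M3 receptor; also added: carbachol at ECmax as muscarinic agonist stimulus; incubation: compound preincubation 20 min at room temperature before agonist; signal: Fluo4-AM (2 µM) calcium-flux fluorescence, kinetic read; measure: integrated calcium ratio converted to B score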
HDAC3 inh – inhibitors of human histone deacetylase 3; AID 2718; inhibition, % at 8.3 µM; 0.15% of 320,000 active; recombinant HDAC3, fluorogenic peptide/trypsin coupled, fluorescence; in the data active means inhibition above about 26%, passing the limit was not always enough
Target sequence (O15379 whole entry, looked up): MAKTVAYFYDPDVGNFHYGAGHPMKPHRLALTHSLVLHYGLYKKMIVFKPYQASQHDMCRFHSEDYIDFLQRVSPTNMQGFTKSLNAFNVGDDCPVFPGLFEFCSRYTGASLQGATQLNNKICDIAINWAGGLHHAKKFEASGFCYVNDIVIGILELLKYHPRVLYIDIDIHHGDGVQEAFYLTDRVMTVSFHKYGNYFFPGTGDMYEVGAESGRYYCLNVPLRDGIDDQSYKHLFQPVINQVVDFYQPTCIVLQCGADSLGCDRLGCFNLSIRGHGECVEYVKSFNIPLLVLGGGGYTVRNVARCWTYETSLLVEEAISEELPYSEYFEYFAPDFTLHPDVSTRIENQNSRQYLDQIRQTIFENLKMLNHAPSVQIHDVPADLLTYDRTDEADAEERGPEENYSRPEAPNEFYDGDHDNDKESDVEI
The depositor's hits bear a star; i = inactive; . = not tested or not shown; & = joins results of further samples.

SMILES	ANO1 activ	KCNK3 inh	KCNQ1 block	TMEM16A inh	SKKanGAS inh	RGS4 inh	KCNK9 inh	hERG rescue	KCNQ1 pot	RGS4 act	HDAC3 inh
O=C1CC(NCc2ccncc2)C(=O)N1c1ccccc1 (stereo not given)	i	i	i	i	3	i	i	-3	i	i	1
COc1cccc(-c2nnn(CCc3nn[nH]n3)n2)c1	i	i	i	i	1	i	i	-11	i	i	-1
O=C(Cn1c(=O)n(-c2ccccc2)c(=O)n1CC(=O)N1CCCCC1)N1CCCCC1	i	i	i	i	-12	i	i	-5	i	i	-2
COc1ccc(CSCC(=O)Nc2ccccc2SC)cc1	i	i	i	i	-4	i	i	-5	i	i	8
Cc1cc(C)c(C2=CC(c3ccccc3)n3ncnc3N2)cc1C (stereo not given)	.	.	i	i	13	i	i	-8	i	i	-10
CN1C(c2ccc(F)cc2)=CS/C1=C(/C#N)c1nnc(N2CCOCC2)n1-c1ccccc1	i	i	i	i	-6	i	i	-10	i	i	10
N/C(Cc1cccc2ccccc12)=N\OC(=O)c1ccc2c(c1)OCO2	i	i	i	i	10	i	i	-2	i	i	6
COc1ccc(/C=N/NC(=O)CCn2nnc3ccccc32)cc1	i	i	i	i	-2	i	i	-9	i	i	-1
O=C(Cn1c(=O)[nH]c2ccccc2c1=O)N1CCN(Cc2ccc3c(c2)OCO3)CC1	i	i	i	i	0	i	i	-6	i	i	-6
Oc1ccccc1C(=S)N1CCN(c2cccc(Cl)c2)CC1	i	i	i	i	-3	i	i	-12	i	i	-2
COc1ccc(/C=C/C(=O)c2cc(F)ccc2OC(=O)c2ccccc2OC)cc1OC	i	i	i	.	-2	i	i	-23	i	i	.
COc1ccccc1CNC(=O)C(=O)Nc1ccc(C(=O)N2CCC(C)CC2)cc1	i	i	i	i	15	i	i	-6	i	i	-4
Cc1cc(=O)oc2cc(OCC(=O)N3CCN(C(=O)C4COc5ccccc5O4)CC3)ccc12 (stereo not given)	i	i	i	i	78*	i	i	-11	i	i	-4
COc1ccccc1NC(=O)CSc1nc(C)c2c(c1C#N)CCCC2	i	i	i	i	11	i	i	-6	i	i	-4
COC(=O)c1[nH]c2ccccc2c1NS(=O)(=O)c1ccc(F)c(C)c1	i	i	i	i	-1	i	i	-6	i	i	0
Cc1ccc(C(=O)N2CCN(c3ncnc4c(C)csc34)CC2)cc1	i	i	i	i	-1	i	i	-15	i	i	-1
O=C(O)/C=C/c1ccc2c(c1)OCCO2	i	i	i	i	1	i	i	-6	i	i	-1
CNS(=O)(=O)c1cccc(C(=O)OCC(=O)Nc2ccccc2OC(F)F)c1	i	i	i	i	-1	i	i	-9	i	i	10
CCOc1ccc(C2Nc3ccccc3NC3=C2C(=O)CC(C)(C)C3)cc1OC (stereo not given)	i	i	i	i	0	i	i	-12	i	i	3
O=C1CN(C(=O)NCC(=O)N[C@@H](C(=O)O)c2ccccc2)c2ccccc2N1	i	i	i	i	10	i	i	-1	i	i	-9
O=C(CN(C(=O)c1csnn1)c1ccccc1C(F)(F)F)NCc1ccccc1	i	i	i	i	3	i	i	-6	i	i	0
Cc1ccc(S(=O)(=O)N2CCN(C(=O)CN3CCOCC3)C2c2ccccc2)cc1 (stereo not given)	i	i	i	i	-11	i	i	-15	i	i	-8
O=C(N/N=C/C1CC=CCC1)c1cc(-c2cccnc2)nc2ccccc12 (stereo not given)	i	i	i	i	-6	i	i	-9	i	i	0
O=C1CNC(=O)N1	i	i	i	i	4	i	i	-3	i	i	-3
CCOC(=O)C1CCCN(C(=O)C2c3ccccc3Oc3ccccc32)C1 (stereo not given)	i	i	i	i	6	i	i	-9	i	i	0
COCCOc1cc(NC(=O)c2sccc2Oc2ccc([N+](=O)[O-])cc2F)c(Cl)cc1Cl	i	i	9*	i	10	i	i	-5	i	i	0
CCOC(=O)C1(Cc2ccc(OC)cc2)CCN(C(=O)CCn2ccc(C)n2)CC1	i	i	i	i	-12	i	i	-11	i	i	9
COc1ccc(C(=O)ON=C2CCN(c3ccc([N+](=O)[O-])cc3)CC2)cc1	i	i	i	i	3	i	i	-6	i	i	-5
COC(=O)C1=COC(C)C2CN3CCc4c([nH]c5cc(OC)c(OC)cc45)C3CC12 (stereo not given)	i	i	i	i	-1	i	i	-7	i	i	4
COc1ccc(-n2c(SCC(=O)Nc3cc(C)on3)nc3c([nH]c4ccccc43)c2=O)cc1	i	i	i	i	18	i	i	-10	i	i	-2
COc1ccc(C2CC(=O)NC(=O)C2)cc1	i	i	i	i	-2	i	i	-13	i	i	-22
Cc1nc(OCC(C)C)c2sc3nc4c(cc3c2n1)COC(C)(C)C4	i	i	i	i	-4	i	i	-11	i	i	-12
CCn1c(C)c(C(C)=O)c(N2CCN(c3cccc(Cl)c3)CC2)nc1=S	i	i	i	i	-10	i	i	-8	i	i	-14
Fc1ccc(-c2nnn(Cc3nc4ccccc4s3)n2)cc1	i	i	i	i	-8	i	i	-15	i	i	-10
O=C(Nc1ccc(N2CCCC2)cc1)C(c1ccccc1)c1ccccc1	i	i	i	i	3	i	i	-14	i	i	-2
COc1ccc(-c2cc(=O)oc3c(C)c(OCc4nn[nH]n4)ccc23)cc1	i	i	i	i	4	i	i	-16	i	i	8
Cn1c(SCC(=O)Nc2ccccc2F)nnc1C1CCCCC1	i	i	i	i	-3	i	i	-7	i	i	0
Cc1nnc(SCC(=O)Nc2ccccc2)n1CCc1ccccc1	i	i	i	i	-7	i	i	-4	i	i	-2
Cc1cc(F)ccc1S(=O)(=O)Nc1c(C)n(C)n(-c2ccccc2)c1=O	i	i	i	i	4	i	i	-13	i	i	-1
COc1ccccc1CNC(=O)[C@H](CCSC)NC(=O)[C@@H]1Cc2ccccc2CN1	i	i	i	i	-1	i	i	-8	i	i	4
O=C(c1cccc(S(=O)(=O)N2CCCC2)c1)N1CCN(c2ccccc2)CC1	i	i	i	i	1	i	i	-15	i	i	1
O=C(O)CC1SC(=Nc2ccccc2)N(c2ccccc2)C1=O (stereo not given)	i	i	i	i	-10	i	i	-4	i	i	-3
COCc1cc(CN2CCCC(C(=O)Nc3ccc(-c4ccco4)cc3)C2)ccc1OC (stereo not given)	i	i	i	i	2	i	i	-13	i	i	10
CCSc1nnc(-c2ccccc2N)c(=O)[nH]1	i	i	i	i	3	i	i	-4	i	i	-1
CN(C)S(=O)(=O)c1ccc2c(c1)C(=NNC(N)=O)c1cc(S(=O)(=O)N(C)C)ccc1-2	i	i	i	i	1	i	i	-5	i	i	1
COc1ccc(OC)c(S(=O)(=O)N2CCC(C(=O)Nc3cccc(C(F)(F)F)c3)CC2)c1	i	i	i	i	-3	i	i	-16	i	i	12
Cc1ccc(NC(=O)COc2ccc(/C=C3/NC(=O)NC3=O)cc2)cc1	i	i	i	i	4	i	i	-2	i	i	-5
c1ccc(-c2cnnc3ccccc23)cc1	i	i	i	i	2	i	i	-11	i	i	4
O=C(NCCCn1ccnc1)c1ccc(Cl)c(S(=O)(=O)N2CCOCC2)c1	i	i	i	i	-5	i	i	-9	i	i	1
Cc1ccc(CN2CCC(c3nc4ccc(Cl)cc4[nH]3)CC2)cc1	i	i	i	i	-3	i	i	-10	i	i	1
Later entries
SMILES	ANO1 activ	KCNK3 inh	KCNQ1 block	TMEM16A inh	SKKanGAS inh	RGS4 inh	KCNK9 inh	hERG rescue	KCNQ1 pot	RGS4 act	HDAC3 inh
CCOc1ccc(N(CC(=O)OC)S(=O)(=O)c2ccc3c(c2)n(C)c(=O)c(=O)n3C)cc1	i	i	i	i	-2	i	i	-3	i	i	3
CC(=O)Oc1ccccc1C(=O)OCCN=C1NS(=O)(=O)c2ccccc21	i	i	i	i	2	i	i	-11	i	i	-4
S=c1[nH]nc(Cc2ccc(Cl)cc2)o1	i	i	i	i	4	i	i	-9	i	i	-3
O=C(Nc1ccc(Cl)c(-c2nc3ccccc3[nH]2)c1)c1cccnc1	i	i	i	i	1	i	i	3	i	i	-3
Cc1cc(SC(C)C(=O)O)nc2ccccc12 (stereo not given)	i	i	i	i	-5	i	i	-8	i	i	0
CC(C)c1nnc(NC(=O)c2cc3ccccc3o2)s1	i	i	i	i	2	i	i	-8	i	i	6
Cc1cc(F)ccc1NC(=O)c1cc(S(=O)(=O)N2CCc3ccccc32)cn1C	i	i	i	i	0	i	i	-7	i	i	.
COc1ccccc1CNC(=O)C1CCCN(S(=O)(=O)c2cccc3cccnc23)C1 (stereo not given)	i	i	i	i	-9	i	i	-10	i	i	2
CCOC(=O)Nc1ccc2c(c1)N(C(=O)OCCN(C)C)c1ccccc1CC2	i	i	i	i	8&1	i	i	-7&-11	i	i	4&2
COc1cccc(C(=O)NCC2(c3ccccc3)CCCC2)c1OC	i	i	i	i	-11	i	i	-11	i	i	11
O=C(Nc1ccc(F)cc1Cl)C1CCN(C(=O)Nc2ccccc2)CC1	i	i	i	i	15	i	i	-11	i	i	0
Cc1ccnc2nc(C(=O)Nc3ccc4c(c3)OCO4)nn12	i	i	i	i	1	i	i	-7	i	i	-4
O=C(NC1CC1)c1ccc(NS(=O)(=O)c2ccc(F)cc2)cc1	i	i	i	i	6	i	i	-9	i	i	-6
Cc1cc(NC(=O)CCC(=O)N(c2ccccc2F)C(C(=O)NC2CCCC2)c2ccccc2)no1 (stereo not given)	i	i	i	i	-3	i	i	-2	i	i	2
Cc1onc(-c2c(Cl)cccc2Cl)c1C(=O)N=C(N)N1CCOCC1	i	i	i	i	-1	i	i	-4	i	i	1
COC(=O)C(NC(=O)C(C)NC(=O)OCc1ccccc1)C(C)C (stereo not given)	i	i	i	i	-4	i	i	-7	i	i	-6
Cn1c(=O)c2c(nc(CN3CCN(c4ccc(F)cc4)CC3)n2Cc2ccccc2F)n(C)c1=O	i	i	i	i	-2	i	i	-13	i	i	-3
Cc1onc(-c2ccccc2)c1C(=O)Nc1ccc(S(=O)(=O)Nc2nccs2)cc1	i	i	i	i	2	i	i	-10	i	i	1
COc1cc(CNCc2ccccc2Cl)ccc1OCC(=O)NC1CCCCC1	i	i	i	i	-4	i	i	-5	i	i	-1

Compounds as they come; any-hit rate near 6.3%.
